# SR-BI HDL uptake: inhibitors of mouse SR-BI mediated HDL lipid uptake; Q61009; ldlA[mSR-BI] CHO cells, DiI-HDL uptake fluorescence, 3 h; inhibition, % at 12.5 µM; hit rate 0.96% among 320,000; AID 488896;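 active means mean replicate inhibition of at least 70% and a set share of replicates each scoring 70 or more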;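 further: 0% = median of neutral control wells and 100% = median of positive control wells; values of inactives mirror those of a sister screen read the other way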
# Target sequence (Q61009 whole entry, looked up): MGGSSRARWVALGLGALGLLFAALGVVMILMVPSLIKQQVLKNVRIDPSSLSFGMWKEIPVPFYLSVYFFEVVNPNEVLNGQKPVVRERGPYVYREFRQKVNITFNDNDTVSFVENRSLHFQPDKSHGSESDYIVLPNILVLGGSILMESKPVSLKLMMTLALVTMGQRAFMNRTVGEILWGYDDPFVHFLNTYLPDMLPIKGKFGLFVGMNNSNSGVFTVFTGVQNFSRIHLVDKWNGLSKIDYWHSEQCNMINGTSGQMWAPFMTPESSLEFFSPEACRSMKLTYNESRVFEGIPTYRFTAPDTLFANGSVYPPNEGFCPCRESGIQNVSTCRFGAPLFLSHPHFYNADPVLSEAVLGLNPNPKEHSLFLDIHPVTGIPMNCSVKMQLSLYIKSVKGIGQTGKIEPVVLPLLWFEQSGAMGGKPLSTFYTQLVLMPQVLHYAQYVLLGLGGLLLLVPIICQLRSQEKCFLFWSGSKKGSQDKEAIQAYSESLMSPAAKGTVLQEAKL
# RTF Ca sens act: increases calcium sensitivity of human cardiac regulated thin filaments | P19429+P45379 | IANBD-labeled TnC RTF fluorescence at EC20 calcium; 0% EC20 calcium, 100% full calcium | activation, % at 7.2 µM | hit rate 0.24% among 340,000 | AID 493008;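 active means activation above the mean over all tested compounds plus 3 SD, cut at about 30% in these data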;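 further: rise in fluorescence read as greater calcium sensitivity of cardiac thin filaments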
# HTR5A ag ctr: counter-screen for OPRM1-OPRD1 agonists: human HTR5A agonism. HTR5A agonist assay, luminescence, cell-based. P47898. AID 504692. hit rate 0.61% among 340,000. activation, % at 9.3 µM; in the data active means activation mostly above about 9.5%, no sharp cut-off; inactive means mostly below about 7.6%;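 further: 0% = cells with vehicle only and 100% = reference agonist; strong numbers were not always called active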
# MITF TRPM1 HTS: MITF TRPM1 promoter activation in melanoma cells. activation, % at 12.5 µM. SK-MEL-5 TRPM1-promoter luciferase, 24 h; % of positive control, neutral wells = 0. hit rate 0.75% among 300,000. AID 588334;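 active means mean activation of at least 80% with every replicate also reaching 80%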;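 further: 0% = neutral control wells and 100% = parthenolide positive control wells; values of inactives mirror those of a sister screen read the other way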
# SR-BI uptake up: SR-BI HDL lipid transfer activation; CHO ldlA[mSR-BI] cells, DiI-HDL uptake fluorescence, 3 h; 100 = double the neutral-control signal; activation, % at 12.5 µM; hit rate 0.096% among 320,000; AID 504775;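 active means mean replicate activation of at least 60% and every replicate at or above 60%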;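 further: 0% = median plate neutral-control signal and 100% = twice that signal; values of inactives mirror those of a sister screen read the other way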
#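 Test system: SR-BI-overexpressing, LDLR-lacking CHO cells; Medium: Ham's F12 with 0.5% BSA, HEPES 25 mM, pH 7.4; Schedule: 3 h, 37 °C; Technique: bottom-read fluorescence, 550/595 nm.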
# Wnt bcat act: activators of Wnt/beta-catenin signaling; hit rate 1.2% among 300,000; Wnt/beta-catenin reporter cell assay, activator, plate reader; activation, % at 9.35 µM; in the data active means activation above about 30%, passing the limit was not always enough;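 further: 0% = neutral control wells and 100% = positive control wells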
# dFosB activator: activators of mouse delta FosB homodimer; P13346; purified delta FosB, TAMRA-CDK5 oligo fluorescence polarization; percent of positive-control signal above neutral wells; activation, % at 25 µM; hit rate 0.99% among 340,000; AID 493131;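 active means mean activation above about 17%, with every replicate also reaching it, limit read from the data, passing the limit was not always enough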;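 further: fluorescence polarization rise as delta FosB binds a TAMRA Cdk5 AP-1 oligo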
# CDK5 p35 inh: inhibitors of human CDK5/p35 kinase. Recombinant CDK5/p35, ADP-Glo luminescence, 60 min. inhibition, % at 10 µM. hit rate 0.01% among 330,000. Q00535+Q15078. AID 488839;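 active means highest replicate inhibition of at least 50% and at least 75% of replicates reaching 50%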;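 further: plate controls were DMSO neutral control for no effect and GW8510 at 10 µM for full effect; many of its hits are not listed in these tables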
# PvdQ inh: P. aeruginosa PvdQ acylase inhibition. inhibition, % at 10 µM. hit rate 0.063% among 340,000. purified PvdQ acylase, fluorescence plate reader; in the data active means inhibition above about 30%, passing the limit was not always enough;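 further: 0% = vehicle neutral wells and 100% = reference inhibitor wells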
# Rtt109 Vps75: blocks Candida albicans Rtt109/Vps75 acetyltransferase activity; Q5AAJ8; purified Rtt109/Vps75, ThioGlo CoA-SH fluorescence, 4 h; inhibition, % at 34.9 µM; hit rate 0.16% among 330,000; AID 540336;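 active means inhibition of at least 50% in every replicate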
# Target sequence (Q5AAJ8 whole entry, looked up): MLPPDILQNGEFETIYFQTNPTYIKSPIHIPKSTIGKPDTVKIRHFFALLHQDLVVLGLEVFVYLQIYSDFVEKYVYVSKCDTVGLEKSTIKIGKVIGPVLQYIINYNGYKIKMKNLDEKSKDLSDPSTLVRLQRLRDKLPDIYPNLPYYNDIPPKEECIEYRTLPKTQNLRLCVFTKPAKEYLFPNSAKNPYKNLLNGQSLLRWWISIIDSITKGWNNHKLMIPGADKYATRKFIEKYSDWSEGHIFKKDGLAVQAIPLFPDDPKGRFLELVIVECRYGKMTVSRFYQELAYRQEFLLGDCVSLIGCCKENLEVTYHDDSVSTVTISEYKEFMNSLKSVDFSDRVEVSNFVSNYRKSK
# Numbers without * were called inactive; · = no result given. Outcome played no part in choosing rows. Share with any hit: about 4.4%.
SMILES,SR-BI HDL uptake,RTF Ca sens act,HTR5A ag ctr,MITF TRPM1 HTS,SR-BI uptake up,Wnt bcat act,dFosB activator,CDK5 p35 inh,PvdQ inh,Rtt109 Vps75
CCOc1ccc(CCNC(=O)Cc2nn[nH]n2)cc1OCC,-23,-6,8,·,23,0,-9,-1.0,-3,8
CCCNC(=O)C(Cc1ccccc1)NC(=O)c1ccc(-c2ccccc2)cc1 (stereo unspecified),37,6,6,10,-37,0,-11,-2.8,-22,-10
O=C(CSc1n[nH]c(-c2ccco2)n1)N1c2ccccc2Sc2ccccc21,8,-1,-3,-18,-8,-9,-6,-3.8,-15,-11
Cc1c(C(=O)N(CC(C)C)c2c(N)n(Cc3ccccc3)c(=O)[nH]c2=O)sc2nc3n(c(=O)c12)CCC3,-7,-7,0,-7,7,-2,-6,0.5,9,-7
CN(C)C(=O)CSc1ccc(S(=O)(=O)N2CCOCC2)cn1,-39,-7,-4,-13,39,5,3,1.2,-3,1
COC(=O)c1ccc(OCC(=O)c2ccc(O)cc2O)cc1,-32,0,-4,0,32,14,-8,2.4,5,5
COc1cc2c(c(OC)c1OC)-c1c(cc3c(c1OC)OCO3)C1OC2[C@@H](C)[C@H]1C (stereo partly specified),-23,12,-1,-6,23,1,-7,-0.1,-9,-3
COc1ccc(C(CNC(=O)c2cccc(S(=O)(=O)N3CCOCC3)c2)N2CCOCC2)cc1 (stereo unspecified),-12,1,0,-2,12,0,1,0.9,-12,-17
COc1ccc(/C=C(/NC(=O)c2ccc(OC)cc2)C(=O)NCCc2c[nH]c3ccccc23)cc1,21,-6,-1,-4,-21,-1,1,1.7,-1,23
COc1cccc(N/C(C)=C/C(=O)c2ccc(Br)cc2)c1,0,5,6,35,0,·,3,2.0,-12,9
COc1cccc(C(=O)NC(=S)Nc2ccc([N+](=O)[O-])cc2C)c1,9,-3,0,12,-9,·,3,-0.1,-11,-3
CN(Cc1ccccc1)c1cc(Cl)nc(N)n1,-17,-4,1,-9,17,-1,2,0.1,4,-18
O=C(Cn1cnc2c(OCc3ccccc3)ncnc21)N[C@H](CO)Cc1cc2ccccc2[nH]1,-14,0,·,-4,14,-1,-7,-1.1,-6,9
Cc1ccccc1NS(=O)(=O)c1ccc(C(=O)N2CCCC(C(F)(F)F)C2)cc1 (stereo unspecified),5,3,5,1,-5,-2,-10,1.0,-1,35
O=C(Nc1cccc(NC(=O)C2C3CC4OC(=O)C2C4C3)c1)c1ccccc1 (stereo unspecified),7,4,1,-3,-7,-1,3,1.6,-1,-4
CC1CCN(C(=O)CN2C(=O)c3cccc4cccc(c34)C2=O)CC1,-6,2,-2,11,6,-3,6,-3.2,-10,4
Cc1nc(NC(=O)CSc2nc3cccnc3n2C2CCCCC2)sc1C,-21,3,4,-53,21,·,2,-0.6,-16,-18
CCOC(=O)Cn1cc(C#N)c(=O)[nH]c1=O,3,0,1,·,-3,0,0,-0.7,-13,2
Cc1nn(Cc2ccccc2Cl)c(C)c1NC(=O)CCCn1nc(C)c([N+](=O)[O-])c1C,62,0,4,-7,-62,-6,-12,0.4,-5,-7
COc1ccc(Cl)c2c1[nH]c1nc(SCc3ccccn3)nnc12,30,2,-3,61,-30,14,-59,-2.4,-8,3
CNC(=O)COc1ccc(Cl)c2cccnc12,-8,-4,2,-7,8,-1,-13,-0.5,2,5
CCOC(=O)CC(=O)CSc1nc(-c2cccnc2)cc(C)c1C#N,1,2,-2,-2,-1,·,-12,0.4,-11,-3
CCN(CC)S(=O)(=O)c1cc([N+](=O)[O-])ccc1N=Nc1c(O)n(C)c2ccccc12,2,1,1,0,-2,-1,0,0.0,-13,3
CCN1C(=O)C(CC(=O)Nc2ccc(OC)cc2)N(Cc2cccnc2)C1=S (stereo unspecified),-17,-7,-2,7,17,·,-4,-1.5,-10,7
CC(=O)Nc1ccccc1NC(=O)C/C(C)=N/NC(=O)C1CCCCC1,·,-6,2,-1,·,1,7,-2.0,-8,1
COc1ccccc1OCc1nc(C#N)c(N2CCC(C(N)=O)CC2)o1,-15,-3,2,-6,15,-3,-4,-1.3,-4,-4
O=C(Nc1ccc(Cl)cc1)Nc1cc([N+](=O)[O-])ccc1F,17,0,2,28,-17,·,5,0.0,-15,3
COC(=O)c1ccc(CSc2ncnc3ccccc23)o1,-1,4,-3,2,1,-2,-14,0.0,-5,-30
O=C(CCc1nnc(C2CCCCC2)o1)NCc1ccc(F)c(F)c1,14,-9,-3,-3,-14,4,-1,-1.4,2,0
COc1ccc(NS(=O)(=O)c2cccc(C(=O)NNC(=O)c3cccn3C)c2)cc1,3,2,4,1,-3,1,-18,-0.9,-9,-2
CCOC(=O)C1CCN(Cc2nc3ccccc3c(=O)n2-c2ccc(F)cc2)CC1,-1,-4,0,·,1,-2,0,-1.3,8,1
CCOC(=O)c1cccc(NC(=O)CSc2nnnn2C)c1,-19,11,-1,·,19,-9,-1,-1.8,1,18
COc1ccc(-c2oc3ncnc(NCCCO)c3c2-c2ccc(OC)cc2)cc1,·,3,1,2,·,-1,-18,-0.6,-23,-8
CCNC(=O)COC(=O)COc1ccc(Cl)cc1C,-17,-2,3,-12,17,·,1,-0.3,-5,-4
Cc1cccc2c(C(=O)Nn3cnnc3)cc(-c3ccccc3Cl)nc12,-23,2,0,-7,23,-3,0,0.7,8,3
Cc1noc(/C=C/c2ccco2)c1S(=O)(=O)N1CCC(C(=O)NCc2ccco2)CC1,35,3,-10,·,-35,0,5,0.2,-5,-4
O=S(=O)(Cc1ccc(Cl)cc1)N1CCN(c2ncccn2)CC1,-25,-6,-2,7,25,0,8,0.4,-9,-3
C#CCOCCOCCOCCNc1nc(N2CCN(C(=O)CCCCCCCCCCNC(=O)Cn3cc(CCCCCN)nn3)CC2)nc(N2CCN(C(=O)CCCCCCCCCCNC(=O)[C@@H](CCSC)n3cc(CCO)nn3)CC2)n1,-5,10,2,-33,5,·,-309,2.5,0,23
CC(=O)C1C(c2ccc([N+](=O)[O-])cc2)C2C(C)=NN=C2CC1(C)O (stereo unspecified),-6,3,-5,·,6,3,3,-1.7,-9,-1
CC1(C)NC(=O)N(CC(O)COc2ccc(-c3ccc(C#N)cc3)cc2)C1=O (stereo unspecified),31,-1,-9,-10,-31,-6,-25,0.5,-2,6
CCOC(=O)c1sc2nc(C)nc(SCC(=O)N(CC)C3CCS(=O)(=O)C3)c2c1C (stereo unspecified),13,0,3,-4,-13,-6,-35,0.0,0,1
COc1ccc(C(=O)NCC2OCCc3ccccc32)cc1OC (stereo unspecified),30,5,-1,-1,-30,-1,-7,0.7,7,-2
COc1ccc(CNC(=O)CN2C(=O)C3C4C=CC(C4)C3C2=O)cc1 (stereo unspecified),-26,-3,1,-91,26,-1,-5,-3.1,-9,·
COc1cccc(-n2c(SC3CCOC3=O)nc3ccccc3c2=O)c1 (stereo unspecified),-20,-3,-1,-10,20,·,1,-0.7,-2,1
CCN(c1cccc(C)c1)S(=O)(=O)c1cc(CN2C(=O)c3cccnc3C2=O)ccc1OC,-21,0,-5,-5,21,-2,-8,-0.1,3,7
O=C(NCc1ccccn1)C(=O)Nc1nc(C23CC4CC(CC(C4)C2)C3)cs1,-7,-2,-2,-2,7,-1,2,1.3,-9,4
O=C(Nc1nc(=S)ss1)c1c(F)cccc1F,-1,-1,-3,-5,1,·,0,-0.5,-8,1
O=C(CN1C(=O)c2ccccc2S1(=O)=O)Nc1ccc(S(=O)(=O)N2CCCC2)cc1,10,12,4,10,-10,·,-7,-5.1,-22,0
COC(=O)[C@]1(Cc2ccccc2)N[C@H](CN(C)C(=O)Nc2ccc(OC)cc2)[C@@H]2C(=O)N(C)C(=O)[C@@H]21,15,-5,1,-6,-15,1,4,0.4,-12,9
COC(=O)[C@H](Cc1ccccc1)NC(=O)C1CCN(C(=O)[C@H](C)NS(=O)(=O)c2ccc(C)cc2)CC1,10,7,0,3,-10,0,-1,0.7,-15,-6
CS(=O)(=O)Nc1ccccc1C(=O)NCCSc1ccc(Cl)cc1,-17,2,-3,·,17,-1,-6,1.4,-6,3
O=C(NCc1ccccn1)c1ccc(COc2ccc(Cl)cc2)o1,-16,0,3,9,16,·,-10,1.4,-9,8
Cc1cccc(NS(=O)(=O)c2cccc3nonc23)c1,-7,-4,2,13,7,·,6,-0.6,-4,1
COc1ccc(NC(=O)C(=O)NCCN2CCN(C(=O)c3cccs3)CC2)cc1,-15,-11,-3,-13,15,·,2,-0.6,-2,24

# 14 successive compounds from above, quoted:
SMILES,SR-BI HDL uptake,RTF Ca sens act,HTR5A ag ctr,MITF TRPM1 HTS,SR-BI uptake up,Wnt bcat act,dFosB activator,CDK5 p35 inh,PvdQ inh,Rtt109 Vps75
CCOC(=O)c1sc2nc(C)nc(SCC(=O)N(CC)C3CCS(=O)(=O)C3)c2c1C (stereo unspecified),13,0,3,-4,-13,-6,-35,0.0,0,1
COc1ccc(C(=O)NCC2OCCc3ccccc32)cc1OC (stereo unspecified),30,5,-1,-1,-30,-1,-7,0.7,7,-2
COc1ccc(CNC(=O)CN2C(=O)C3C4C=CC(C4)C3C2=O)cc1 (stereo unspecified),-26,-3,1,-91,26,-1,-5,-3.1,-9,·
COc1cccc(-n2c(SC3CCOC3=O)nc3ccccc3c2=O)c1 (stereo unspecified),-20,-3,-1,-10,20,·,1,-0.7,-2,1
CCN(c1cccc(C)c1)S(=O)(=O)c1cc(CN2C(=O)c3cccnc3C2=O)ccc1OC,-21,0,-5,-5,21,-2,-8,-0.1,3,7
O=C(NCc1ccccn1)C(=O)Nc1nc(C23CC4CC(CC(C4)C2)C3)cs1,-7,-2,-2,-2,7,-1,2,1.3,-9,4
O=C(Nc1nc(=S)ss1)c1c(F)cccc1F,-1,-1,-3,-5,1,·,0,-0.5,-8,1
O=C(CN1C(=O)c2ccccc2S1(=O)=O)Nc1ccc(S(=O)(=O)N2CCCC2)cc1,10,12,4,10,-10,·,-7,-5.1,-22,0
COC(=O)[C@]1(Cc2ccccc2)N[C@H](CN(C)C(=O)Nc2ccc(OC)cc2)[C@@H]2C(=O)N(C)C(=O)[C@@H]21,15,-5,1,-6,-15,1,4,0.4,-12,9
COC(=O)[C@H](Cc1ccccc1)NC(=O)C1CCN(C(=O)[C@H](C)NS(=O)(=O)c2ccc(C)cc2)CC1,10,7,0,3,-10,0,-1,0.7,-15,-6
CS(=O)(=O)Nc1ccccc1C(=O)NCCSc1ccc(Cl)cc1,-17,2,-3,·,17,-1,-6,1.4,-6,3
O=C(NCc1ccccn1)c1ccc(COc2ccc(Cl)cc2)o1,-16,0,3,9,16,·,-10,1.4,-9,8
Cc1cccc(NS(=O)(=O)c2cccc3nonc23)c1,-7,-4,2,13,7,·,6,-0.6,-4,1
COc1ccc(NC(=O)C(=O)NCCN2CCN(C(=O)c3cccs3)CC2)cc1,-15,-11,-3,-13,15,·,2,-0.6,-2,24
